# Tn6 DDE FP: disrupts Tn6 cyclic peptide binding to fibrin D-Dimer-E complex. P02675. Fibrin DD(E) TRITC-Tn6 fluorescence polarization displacement. inhibition, % at 8.3 µM. actives 0.21% (n = 370,000). AID 720509;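 active = inhibition above a per-campaign cutoff: mean of compounds within control limits plus 3 SD, cut at about 15% in these data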;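 note: 0% = median of all compound wells on the plate and 100% = blocking peptide control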
# MBD2 inh: MBD2-methylated oligo binding inhibition | TR-FRET, MBD2 binding to methylated oligonucleotide | inhibition, % at 4.4 µM | actives 0.31% (n = 370,000) | AID 686964; in the data active = inhibition above about 13%
# PLC-beta3 inh: blocks human PLC-beta3 enzyme activity; actives 0.18% (n = 370,000); Purified PLC-beta3, fluorogenic substrate, fluorescence; inhibition, % at 12.2 µM; Q01970; in the data active = inhibition above about 11%;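 note: 0% = median of compound wells on plate and 100% = full blocker control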
# ARFGAP1 inhibitor: rat ARFGAP1 inhibition; Q62848; Arfgap1-stimulated ARF1 GTP hydrolysis, GDP FP detection; inhibition, % at 16.5 µM; actives 0.26% (n = 360,000); AID 651572;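 active = inhibition above a per-plate limit, mean inhibition of low control wells plus 3 SD, cut at about 25% in these data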;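 note: 0% = DMSO wells with enzyme and 100% = wells lacking Arfgap1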
# Target sequence (Q62848 1-136 limits assumed): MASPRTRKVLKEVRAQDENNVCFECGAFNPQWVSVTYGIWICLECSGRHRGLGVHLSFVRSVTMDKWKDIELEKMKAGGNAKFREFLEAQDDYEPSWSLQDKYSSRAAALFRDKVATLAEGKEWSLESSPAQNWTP
#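 Replicates: Single well per compound | Assay system: Truncated rat Arfgap1 GAP domain | Control set: No-Arfgap1 wells (100%) versus DMSO full-reaction wells (0%) | Times: Enzyme reaction 120 min at 25 °C after 20 min preincubation | Reagent: Human ARF1(Δ1-17)-GTP substrate | Measured by: Tracer-displacement fluorescence polarization with EDTA stop, 620/688 nm | Measure: Percent inhibition of Arfgap1-stimulated GTP hydrolysis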
# ADAM17 inh: inhibitors of human ADAM17 | P78536 | recombinant ADAM17, EDANS/DABCYL FRET peptide cleavage | inhibition, % at 6.95 µM | actives 0.83% (n = 370,000) | AID 720648;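 active = inhibition above the mean of compounds lying between control limits plus 3 SD, set per campaign, cut at about 8.5% in these data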;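 note: 0% = DMSO-only wells as the low control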
# Target sequence (P78536 215-824 limits assumed): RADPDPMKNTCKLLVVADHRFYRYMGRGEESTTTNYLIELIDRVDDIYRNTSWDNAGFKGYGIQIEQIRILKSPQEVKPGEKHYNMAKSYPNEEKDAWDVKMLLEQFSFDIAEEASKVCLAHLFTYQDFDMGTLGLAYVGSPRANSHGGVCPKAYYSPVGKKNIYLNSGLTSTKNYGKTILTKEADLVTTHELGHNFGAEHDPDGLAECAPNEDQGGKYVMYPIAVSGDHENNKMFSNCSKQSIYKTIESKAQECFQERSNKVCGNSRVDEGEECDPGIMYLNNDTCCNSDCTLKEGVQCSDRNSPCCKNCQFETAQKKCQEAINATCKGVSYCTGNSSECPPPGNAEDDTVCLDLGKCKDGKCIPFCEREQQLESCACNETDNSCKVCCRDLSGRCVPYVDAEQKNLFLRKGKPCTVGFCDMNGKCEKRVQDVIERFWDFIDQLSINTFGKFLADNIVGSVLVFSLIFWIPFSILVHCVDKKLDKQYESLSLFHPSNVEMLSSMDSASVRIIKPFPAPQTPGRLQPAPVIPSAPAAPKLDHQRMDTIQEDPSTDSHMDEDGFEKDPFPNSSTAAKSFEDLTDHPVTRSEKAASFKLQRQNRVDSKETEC
# KLK7 zymogen act: activators of human kallikrein-7 zymogen; activation, % at 7 µM; actives 0.9% (n = 370,000); P49862; AID 652039; purified proKLK7, EDANS-DABCYL substrate fluorescence; 100% is mature enzyme control, 0% vehicle;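 active = activation above the mean of all tested compounds plus 3 SD, computed per campaign excluding outliers beyond control limits, cut at about 13% in these data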
# Target sequence (P49862 whole entry, looked up): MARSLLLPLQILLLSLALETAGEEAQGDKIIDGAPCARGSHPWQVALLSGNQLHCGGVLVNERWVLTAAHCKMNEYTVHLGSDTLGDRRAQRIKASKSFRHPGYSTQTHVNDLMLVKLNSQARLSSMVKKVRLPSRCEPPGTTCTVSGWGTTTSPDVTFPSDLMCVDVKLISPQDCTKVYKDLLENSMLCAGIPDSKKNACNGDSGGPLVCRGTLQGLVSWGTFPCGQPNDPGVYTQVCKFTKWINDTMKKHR
# ASAP1 GAP inh: inhibitors of human ASAP1 ArfGAP activity. ASAP1-stimulated ARF1 GTP hydrolysis, GDP FP detection. inhibition, % at 16.5 µM. actives 0.19% (n = 360,000). Q9ULH1. AID 624377; in the data active = inhibition above about 25%;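 note: 0% = vehicle with enzyme and substrate and 100% = no enzyme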
# UHRF1 MBD2 ctr: human UHRF1 methylated DNA binding inhibitors; inhibition, % at 4.4 µM; Q96T88; UHRF1 binding to methylated oligo, TR-FRET; actives 0.75% (n = 370,000); in the data active = inhibition above about 21%;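 note: UHRF1 SRA domain binding a hemimethylated CpG hairpin DNA probe; 0% = median of test compound wells and 100% = reference inhibitor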
# PLC-gamma1 inh: PLC-gamma1 (human) inhibition, primary screen; actives 0.84% (n = 370,000); purified PLC-gamma1, fluorogenic substrate, fluorescence; inhibition, % at 12.2 µM; in the data active = inhibition above about 9.5%
# Tn7 DDE FP: disrupts Tn7 cyclic peptide binding to fibrin D-Dimer-E complex. actives 0.13% (n = 370,000). AID 720508. P02675. FP displacement of FITC-Tn7 peptide from fibrin DD(E); 0% = median of compound wells per plate. inhibition, % at 8.3 µM;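 active = inhibition above the mean of compounds falling within the control limits plus 3 SD of them, cut at about 14% in these data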;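 note: 0% = plate median of compound wells and 100% = 10 µM Aha-Tn7 peptide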
#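 Assay system: human fibrin DD(E) protein / Input: 2 µM fibrin DD(E) / Benchmarks: high control of 10 µM Aha-Tn7 peptide / Measured by: fluorescence polarization of the labelled Tn7 tracer / Medium: Tris buffer with calcium and detergent, pH 7.8 / Timing: 10 min compound pre-incubation, 3 h probe incubation at room temperature / Repeats: one replicate per compound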
# * marks the source's active call; other numbers are inactive results; i = inactive; . = not tested or not shown.
SMILES,Tn6 DDE FP,MBD2 inh,PLC-beta3 inh,ARFGAP1 inhibitor,ADAM17 inh,KLK7 zymogen act,ASAP1 GAP inh,UHRF1 MBD2 ctr,PLC-gamma1 inh,Tn7 DDE FP
O=c1cc([O-])[n+]2c3n1CCCN3CCC2,4,-1,12*,-5,5,-0.1,0,-1,7,-5
CCOc1cc(C(=O)N=c2sccn2C)cc(Br)c1OC,3,1,-53,17,-1,0.9,-3,-3,-29,-4
COc1cccc(C2CCCN2Cc2nc(-c3sccc3C)oc2C)c1 (stereo not given),7,6,-11,9,-1,-1.5,-1,-1,-7,8
COC(=O)c1c(C)nn(-c2ccc(OC(F)(F)F)cc2)c1-c1snnc1C,-4,-1,-5,2,-2,0.5,7,1,-1,-1
COc1cc(C(=O)NCC(c2ccco2)N(C)C)cc(OC)c1OC (stereo not given),-4,5,-8,-7,-3,0.3,-13,-1,-6,4
CC(=O)Nc1ccc(OS(=O)(=O)c2c(C)cc(C)cc2C)cc1,2,-3,-2,2,3,-0.5,13,-3,0,-3
COc1ccccc1NC(=S)N(Cc1ccco1)Cc1cc2cc(C)c(C)cc2[nH]c1=O,7,1,-20,1,-7,-0.7,11,5,-18,6
CCOC(=O)c1nn(-c2cccc(OC)c2)c2nc(CC)c(C#N)c(=O)n12,7,3,-30,-10,-7,11,-7,2,-28,3
COc1ccc(OC)c(CN2CCN(C(=O)CN3C(=O)NC4(CCCC4)C3=O)CC2)c1,4,2,0,3,-4,0.3,0,-2,-1,3
Cc1ccc(N(CC(=O)NCc2ccc(F)cc2)C(=O)c2csnn2)c(C)c1,0,2,-4,2,-3,-0.8,7,0,0,-3
Cc1ccc(OCC(=O)N2CCc3ccccc3C2)c([N+](=O)[O-])n1,9,0,-3,2,-3,0.3,7,1,3,3
CCCNC(=O)C1(C)CCN(Cc2cc(C(F)(F)F)ccc2Cl)C1 (stereo not given),5,-7,0,12,1,-0.6,10,0,-1,-2
O=C(c1c[nH]c2ccccc12)N1CCN(c2ccccc2)CC1,-8,-8,-7,8,-6,0.9,15,-2,-2,5
CCOC(=O)C1CCCN(S(=O)(=O)c2ccc(C)cc2)C1 (stereo not given),-2,2,0,2,-3,-0.2,-1,1,2,-6
C=CCn1c(SCC(=O)Nc2ncc(Cc3ccc(Br)cc3)s2)nnc1-c1ccncc1,-5,-4,0,-14,-3,-0.3,2,-1,1,-2
CCCCN(C(=O)c1ccc(N2CCCC2=O)cc1)c1c(N)n(CC(C)C)c(=O)[nH]c1=O,-5,3,-3,16,-4,-0.3,-12,2,-2,9
CN(c1ccccc1)S(=O)(=O)c1cccc(NC(=O)COc2cccc([N+](=O)[O-])c2)c1,1,2,-7,-9,8,-0.3,3,1,-5,-1
COc1ccc(-n2c(=O)c3c4c(sc3n3cnnc23)CC(C)CC4)cc1 (stereo not given),4,-5,0,27*,1,0.0,16,1,-1,12
O=C(CSc1nnc(-c2ccccc2)n1-c1ccc(Cl)cc1)NN=Cc1c[nH]c2ccccc12,3,0,-1,.,11*,-0.4,.,1,0,1
CC(=O)N1N=C2c3ccccc3CCC2C1c1cccs1 (stereo not given),-4,1,-14,10,5,0.7,-11,-2,6,-2
COc1ccc(CCNC(=O)c2n[nH]c3ccccc23)cc1,-2,1,-4,4,0,0.2,-4,-1,2,-9
Cc1ccc(CSCC(=O)NN=C2CCN(C)CC2)cc1,0,-3,-2,2,-4,-0.1,1,0,-4,4
CC(C)c1ccc(NC2CCCN(C(=O)c3n[nH]c4c3CCC4)C2)cc1 (stereo not given),1,-2,4,-8,0,0.9,9,2,3,1
Cc1ccccc1C(=O)NCC(=O)NNC(=S)NC(=O)c1ccccc1,2,2,4,15,0,0.6,-3,-4,3,0
O=C(c1ccccc1)N1CCC(c2nc3c(nnn3Cc3ccccc3Cl)c(=O)[nH]2)CC1,2,-7,1,-6,-4,0.4,-12,-3,3,2
CCN(C(=O)COC(=O)CCC(=O)c1ccc(C)cc1)c1c(N)n(Cc2ccccc2)c(=O)[nH]c1=O,-8,1,-10,-1,-3,0.5,13,1,2,1
CCOC(=O)c1cnc2c(C)cccc2c1NCCc1ccc(OC)c(OC)c1,-10,1,-14,-7,-3,-1.1,12,-2,-7,-11
COc1ccc(CNC(=O)COC(=O)c2sccc2C)cc1OC,0,1,-3,4,1,-0.6,10,-1,1,-4
O=C(NC1CCCCC1)C(c1ccc2ncccc2c1)N(Cc1ccco1)C(=O)c1ccc2c(c1)OCCO2 (stereo not given),4,-5,6,1,7,0.6,5,-1,-36,2
COc1ccc(N=Cc2nc(-c3ccccc3)oc2OC(=O)c2ccccc2)cc1,6,5,-4,3,-5,0.0,-6,2,-1,11
CCOc1ccc(NC(=O)CCC(=O)N/N=C2\CCCc3ccccc32)cc1,6,-2,-6,-1,-1,-0.3,-4,0,0,5
COc1ccc(CCNC(=O)CCC(=O)c2cccs2)cc1OC,5,-6,-4,1,-3,0.0,-10,1,-2,4
CC(=O)Nc1ccc(NC(=O)C/C(C)=N/NC(=O)C(=O)Nc2ccc(C)c(Cl)c2)cc1,1,0,-11,4,-1,-0.9,1,-2,-3,-7
O=C(NCc1ccc(F)cc1)c1ccc(NC(=O)C2CCCO2)cc1 (stereo not given),4,2,-6,5,-5,-0.6,-14,38*,1,1
COc1ccc2[nH]c3c(=O)n(Cc4ccc(C(=O)N5CCCCCC5)cc4)c(=S)[nH]c3c2c1,4,4,-10,3,-4,-0.3,-2,1,1,7
CCCCCCN1C=CC=C/C1=C\C=C(C#N)C#N,-3,-5,-23,4,0,0.6,0,-8,-14,2
Cc1nn(-c2ccc(Cl)cc2)c(N)c1C(O)(CSc1nccn1C)C(F)(F)F (stereo not given),5,-1,-4,-3,-5,0.2,3,-1,-6,5
COc1cccc(CN(C)C(=O)c2cc(S(=O)(=O)NC3CCCCC3)ccc2C)c1,7,-7,-5,-10,2,-0.1,-14,-4,-1,4
COc1ccnc(N=CNOCc2ccc(Cl)cc2)c1C#N,-1,1,-4,5,-3,0.1,5,1,3,-5
COc1ccc(C(=O)c2sc3nc(C)cc(-c4cccs4)c3c2N)cc1,-7,2,i,-8,-2,-16,6,-5,i,0

# A draw from above in order of heavy-atom count, ascending:
SMILES,Tn6 DDE FP,MBD2 inh,PLC-beta3 inh,ARFGAP1 inhibitor,ADAM17 inh,KLK7 zymogen act,ASAP1 GAP inh,UHRF1 MBD2 ctr,PLC-gamma1 inh,Tn7 DDE FP
CC(C)c1ccc(NC2CCCN(C(=O)c3n[nH]c4c3CCC4)C2)cc1 (stereo not given),1,-2,4,-8,0,0.9,9,2,3,1
CC(=O)Nc1ccc(NC(=O)C/C(C)=N/NC(=O)C(=O)Nc2ccc(C)c(Cl)c2)cc1,1,0,-11,4,-1,-0.9,1,-2,-3,-7
COc1ccc2[nH]c3c(=O)n(Cc4ccc(C(=O)N5CCCCCC5)cc4)c(=S)[nH]c3c2c1,4,4,-10,3,-4,-0.3,-2,1,1,7

# The listing continues.
SMILES,Tn6 DDE FP,MBD2 inh,PLC-beta3 inh,ARFGAP1 inhibitor,ADAM17 inh,KLK7 zymogen act,ASAP1 GAP inh,UHRF1 MBD2 ctr,PLC-gamma1 inh,Tn7 DDE FP
O=C(Nc1ccc(F)cc1F)c1sccc1SCc1cccc(C(F)(F)F)c1,5,6,-6,3,0,0.3,3,14,-2,4
O=C(Cc1c[nH]c2ccccc12)Nc1ccc(Nc2cccnc2)c(-c2ccc(F)c(F)c2)c1,5,1,-3,7,7,-0.3,6,-8,-4,6
CCOC(=O)c1c(NC(=O)COc2ncnc3sccc23)sc2c1CCC2,-10,-1,-2,3,0,1.1,-4,3,5,-5
COc1cc(OC)cc(C(=O)NNC(=O)c2cc(S(=O)(=O)N3CCOCC3)ccc2F)c1,1,0,-8,-1,-2,-0.2,-6,0,-2,8
O=C(Nc1ccc(/C=C/c2nc3ccccc3o2)cc1)c1cccc(C(F)(F)F)c1,0,-4,-24,21,4,-1.0,2,3,-24,6
COc1cc(/C=C/C(=O)OCC(=O)NC(=O)NC2CCCCC2)ccc1OC(F)F,-4,-4,-3,10,0,0.5,-7,0,-3,-1
Cc1ccc(S(=O)(=O)N2CCN(C(=O)c3ccc(-n4cncn4)c([N+](=O)[O-])c3)CC2)cc1,3,-4,0,1,-1,-0.5,0,-2,2,1
Cc1ccccc1CC(=O)N1CCCC(CCC(=O)N2CCN(c3ccccn3)CC2)C1 (stereo not given),-7,5,3,7,-4,0.1,0,2,-3,-4
COc1ccccc1NS(=O)(=O)c1c(C)[nH]c(C)c1C(=O)N1CCCC1,5,0,-5,2,-3,0.6,-4,-4,0,-3
Oc1ccc(N=Nc2n[nH]c(-c3ccccc3)n2)cc1,-6,-7,5,7,-1,-0.3,2,-5,6,9
CCOc1ccc(NC(=S)N=Nc2c(O)[nH]c3ccccc23)cc1,-9,2,1,27*,1,-0.3,16,1,0,3
Nn1c(SCC(=O)Nc2ccc3c(c2)OCCO3)nncc1=O,0,3,-5,5,0,-0.1,14,-7,2,-1
Cc1cccc(NC(=O)NCc2ccc3[nH]c(C)cc3c2)c1,3,-1,0,0,-1,-0.4,-13,1,-1,-3
Cc1nonc1OCC(C)(COc1nonc1C)NC(=O)c1ccc(Cl)cc1,4,-1,6,16,0,0.4,18,-3,1,-2
Cc1ccc(NC(=O)COc2coc(CN3c4ccccc4CC3C)cc2=O)c(C)c1 (stereo not given),1,-2,-4,2,-2,-0.8,-9,0,0,7
CC1CCN(c2ccc(C(=O)OCC(=O)NCCN3C(=O)CSC3=O)cc2[N+](=O)[O-])CC1,5,-5,0,4,0,-0.3,-11,-5,2,6
COc1ccc(NS(=O)(=O)c2ccc(Cl)c(C(=O)O)c2)cc1S(=O)(=O)N1CCCCC1,-3,1,-8,-7,-1,0.0,2,3,1,2
Cc1ccnn1-c1ccc(C(=O)N2CCCN(S(=O)(=O)c3ccc(F)cc3)CC2)cc1,-1,11,-9,-5,-7,-0.1,1,18,3,-2
CC1CCN(C(=O)COC(=O)CCCN2C(=O)c3cccc4cccc(c34)C2=O)CC1,-6,-8,-27,13,-77,4.0,0,-5,-9,2
O=C(Cn1nc(Cc2ccncc2)c2ccccc2c1=O)N1CCN(C(=O)c2ccco2)CC1,-1,2,1,3,0,0.4,13,5,2,-2
O=C(N/N=C/c1ccc2c(c1)OCO2)c1ccc2c(c1)OCCO2,1,0,-32,-3,-3,0.9,14,0,-15,-3
Cc1cc2oc(C(=O)Nc3nonc3C)c(C)c2cc1C,-4,1,-11,7,-10,-0.1,-3,3,9.6*,2
COc1cccc(NC(=O)CN2C(=O)NC(CCc3ccccc3)C2=O)c1 (stereo not given),4,-1,-4,-5,-4,-0.4,20,1,2,3
O=C(NC1CCCC1)C(c1ccncc1)N(CCCN1CCOCC1)C(=O)c1ccc(-c2ccccc2)[nH]1 (stereo not given),-4,10,-12,12,-6,0.9,3,3,-7,0
Cc1nc(C(=O)NNC(=O)Nc2ccccc2)cs1,-1,-1,0,-10,-4,16*,20,-1,0,5

# Bioassay records (PubChem BioAssay)
